TDP1 block – qHTS Assay for Inhibitors of Tyrosyl-DNA Phosphodiesterase (TDP1); actives 0.28% (n = 350,000); AID 485290, 2010; Tyrosyl-DNA phosphodiesterase 1 (Homo sapiens), Q9NUW8; recombinant TDP1, AlphaScreen DNA substrate cleavage; Potency, µM (top dose mostly 130 µM), for the others: at the highest dose activity change, negative = inhibition, actives largely listed as inhibitors; further: nearly all actives have a fitted effect of over 40% in size
Target sequence (Q9NUW8 whole entry, looked up): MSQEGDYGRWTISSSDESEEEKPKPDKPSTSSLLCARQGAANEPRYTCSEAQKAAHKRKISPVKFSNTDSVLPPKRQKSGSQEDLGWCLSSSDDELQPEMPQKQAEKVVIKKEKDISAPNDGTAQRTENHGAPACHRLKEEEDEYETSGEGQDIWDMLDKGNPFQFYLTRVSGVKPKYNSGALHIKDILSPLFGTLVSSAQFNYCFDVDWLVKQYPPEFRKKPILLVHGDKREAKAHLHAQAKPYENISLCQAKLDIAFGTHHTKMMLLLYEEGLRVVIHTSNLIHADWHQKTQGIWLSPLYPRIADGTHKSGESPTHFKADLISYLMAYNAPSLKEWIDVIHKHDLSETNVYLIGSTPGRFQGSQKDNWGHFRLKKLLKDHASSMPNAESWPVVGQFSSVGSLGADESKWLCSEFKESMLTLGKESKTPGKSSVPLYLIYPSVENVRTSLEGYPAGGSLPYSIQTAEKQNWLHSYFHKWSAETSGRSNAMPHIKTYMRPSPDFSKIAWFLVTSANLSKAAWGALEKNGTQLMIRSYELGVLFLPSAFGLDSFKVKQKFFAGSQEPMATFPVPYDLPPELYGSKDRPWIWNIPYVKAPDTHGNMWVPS
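AlphaScreen read-out: signal falls as enzyme removes the 3' tyrosine-FITC from a 5'-biotinylated DNA oligo (15 nM, 5 min, RT). Enzyme was E. coli-made recombinant Tdp1 at 1 nM, exposed to compound for 15 min beforehand; beads 10 ug/ml, 10 min.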
TDP1 cell noCPT – qHTS for Inhibitors of human tyrosyl-DNA phosphodiesterase 1 (TDP1): qHTS in cells in absence of CPT; DT40 Tdp1-/- hTDP1 cells, no CPT, ATP luminescence, 48 h; Potency, µM (top dose mostly 46.2 µM), without a hit: at the top dose activity change, negative = growth inhibition, hits mostly inhibitors; actives 15% (n = 420,000); AID 686978, 2013; further: nearly all actives have a fitted effect of over 55% in size
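Growth kinetics read by CellTiter-Glo luminescence after ≥48 hr at 37 °C. Cells: DT40 Tdp1-/- stably carrying human TDP1, 400 per well, compound exposure in the absence of CPT (DMSO vehicle).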
N370S GC mod – qHTS Assay for Inhibitors and Activators of N370S glucocerebrosidase as a Potential Chaperone Treatment of Gaucher Disease; actives 0.092% (n = 330,000); N370S GC spleen homogenate, 4MU-glucoside fluorescence; Potency, µM (top dose mostly 59.4 µM), inactives show top-dose activity change, negative = inhibition, usual class: inhibitors; AID 2101, 2009; Lysosomal acid glucosylceramidase (Homo sapiens), P04062;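 further: 0% = full enzyme activity and -100% = no enzyme basal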
The depositor's hits bear a star; ? = inconclusive; . = not tested or not shown; & = joins results of further samples; ! = a repeat was not active; [ ] = remark or other dose. The call rests on the fitted dose curve; in most records, active means well fitted curve in the direction sought with a large enough effect; inconclusive means small, poorly fitted or top-dose-only effect, or another doubt; inactive means no such curve, though single readings can be large; an effect the other way counts as inactive or inconclusive. Unless noted, on the % scale 0 is the no-effect control and ±100 the full control effect; potency means the concentration at half of the fitted maximal effect.

SMILES	TDP1 block	TDP1 cell noCPT	N370S GC mod
CC1CCC2(CC1)NC(=O)N(NC(=O)c1cc3ccccc3o1)C2=O (stereo not given)	1%	23%	.
CCOC(=O)c1c(C)[nH]c(C)c1C(=O)CSc1nc2ccccc2n1CCC#N	3%	-30%	4%
O=C(Nc1cccc(C(F)(F)F)c1)c1ccc(N2CCNCC2)c([N+](=O)[O-])c1	0%	18µM*	?
CC1CCN(C(=O)c2ccc(NC3=C(Cl)C(=O)N(Cc4ccccc4)C3=O)cc2)CC1	3%	12µM*	-7%
CC(C)[C@H]1CN=C2N(CCNC(=O)CCC3CCCCC3)[C@H](Cc3ccc(O)cc3)CN21	4%	8.2µM*	-24%
COc1ccc(-c2cc3c(=O)n(CC(=O)Nc4ccc(C(C)=O)cc4)ncn3n2)cc1	2%	-6%	-4%
Cc1c(C)c2cc3c(c(C)c2oc1=O)OCN(CCc1ccccc1)C3	12%	?	.
CCc1c(C(=O)NCc2ccccc2Cl)[nH]c(C)c1C(C)=O	8%	16µM*	8%
Fc1ccc(/C=N/Nc2cc(N3CCOCC3)ncn2)cc1	2%	-10%	-1%
COc1ccc(C2CC(=O)Oc3cc(C)cc(C)c32)cc1 (stereo not given)	-1%[56.1 µM]	?	-8%[89.1 µM]
CC(C(=O)NCCc1ccccc1)N1c2cccc3cccc(c23)S1(=O)=O (stereo not given)	-8%	-22%	-10%
COc1cc(-c2noc(C)c2C#Cc2ccc(N)cc2)cc(OC)c1OC	.	0.52µM*	-16%
Cc1ccccc1NC(=O)CN1C(=O)CCn2nc(-c3cccn3C)cc21	9%	-5%	.
CCCn1c(O)c(C=Nc2ccccc2)sc1=S	-3%	?	14%
CCOCCc1nn2c(=O)cc(COC(=O)CNC(=O)c3ccc(F)cc3)nc2s1	6%	-3%	.

Record cards, from the list above:
Listed for CCCn1c(O)c(C=Nc2ccccc2)sc1=S → TDP1 block: -3%; TDP1 cell noCPT: ?; N370S GC mod: 14%
Listed for CC(C(=O)NCCc1ccccc1)N1c2cccc3cccc(c23)S1(=O)=O (stereo not given) → TDP1 block: -8%; TDP1 cell noCPT: -22%; N370S GC mod: -10%

Next section.
SMILES	TDP1 block	TDP1 cell noCPT	N370S GC mod
Cc1cc(C)c(NC(=O)CCCn2c(=O)oc3ccccc32)c(C)c1	0%	4%	.
Cc1nc2cnc(N3CCNCC3)nc2n(Cc2ccc(F)cc2)c1=O	.	?	2%
O=C1/C(=C/c2cccs2)SC(=S)N1c1ccccc1	1%	-17%	12%
Cc1ccc(C(c2nnnn2CC2CCCO2)N2CCN(C(=O)c3ccco3)CC2)cc1 (stereo not given)	-5%	4%	0%
O=C(CCNC(=O)c1ccccc1)OCN1C(=O)c2ccccc2C1=O	4%	-2%	5%
CC1(C)CC2(CCCN(CC(O)(c3ccccc3)c3ccccc3)C2)CCO1 (stereo not given)	.	?	3%
O=C(Nc1ccc2c(c1)OCO2)c1ccc(Cl)nc1	8%	-14%	1%
Cn1cc(C2=C(c3ccc(Cl)cc3Cl)C(=O)NC2=O)c2ccccc21	1%	11µM*!	2%&1%&-5%
COc1ccc(CN2CSC(=S)N(Cc3ccccc3)C2)cc1	-1%	?	4%
COc1cccc(CNc2nc3ccc(C)cc3n3cnnc23)c1	.	-14%	11%
CC1CC[C@@]2(OC1)OC1CC3C4CC=C5CC(O)CC[C@@]5(C)C4CC[C@]3(C)C1C2C (stereo not given in full)	8%[56.1 µM]	5%	6%
COc1ccc(Cl)cc1S(=O)(=O)N1CCCC1=O	7%	-14%	5%
Cc1[nH]c2ccccc2c1C(=O)C(C)OC(=O)c1ccc([N+](=O)[O-])o1 (stereo not given)	9%	16µM*	-11%
Cn1cc(C=O)c2ccccc21	2%	-13%	7%
Cc1ccccc1S(=O)(=O)Nc1cccnc1	.	-4%	1%
Fc1ccc(-n2c(CN3CCCCC3)n[nH]c2=S)cc1	5%	?	-1%
Cc1ccc(NCC(=O)Nc2cccc(F)c2)cc1S(=O)(=O)N1CCCCCC1	2%	16µM*	4%
COc1ccc(C2C(C#N)=C(N)Oc3cc(C)[nH]c(=O)c32)c(OC)c1OC (stereo not given)	6%	0%	10%
Cc1cccc(-n2c(SCc3nc(-c4ccccc4C)no3)nnc2-c2ccccc2)c1	-1%	?	.
O=C(COC(=O)c1cccc(-n2cnnn2)c1)c1ccc(Br)cc1	4%	-8%	-1%
CC(C)c1cc(C(=O)NCc2ccc(F)cc2)no1	-2%	-11%	.
C/C(Cl)=C/Cn1c(SCC(C)C)nc2c1c(=O)[nH]c(=O)n2C	2%	8.2µM*	10%
COCCCNC(=O)CN(c1ccc(OC)cc1)S(=O)(=O)c1ccc(NC(C)=O)cc1	-1%	-9%	-3%
O=S1(=O)N=C(N2CCCC2)c2ccccc21	.	-17%	1%
Cc1ccc2nc(CCCc3nc4ccc(C)cc4[nH]3)[nH]c2c1	.	?	-16%
COc1ccc(NC(=O)C/C(C)=N/NC(=O)c2ccco2)c([N+](=O)[O-])c1	11%	-1%	-3%
O=C(O)c1ccc(CSC2CCCCC2)cc1	.	?	-14%
CCN(C(=O)CN(C)Cc1cccc(Cl)c1Cl)c1c(N)n(Cc2ccccc2)c(=O)[nH]c1=O	0%	?	0%
CCCCc1nn2c(=O)cc(COC(=O)c3ccccc3NC(=O)C(C)(C)C)nc2s1	4%	3%	.
O=C(O)C1=C[C@@H](C2CC2)C[C@@H](OCc2ccc(CO)cc2)O1	0%	-3%	-1%
Clc1ccc(-c2nc(-c3cc4cc(Cl)ccc4o3)cs2)cc1	.	-5%	7%
O=C(c1cccnc1)N1CCN(S(=O)(=O)c2ccc(F)cc2)CC1	5%	-8%	17%
COc1cc(CN2CCC(n3nccc3NC(=O)C3CC3)CC2)cc(OC)c1	2%[56.1 µM]	-2%	-13%
COc1ccc(S(=O)(=O)N2CCC(C(=O)NCCC(=O)NCc3ccccc3OC)CC2)cc1	3%	2%	-7%
Cc1cc(F)ccc1NC(=O)Cn1c(=O)ccc2cc(S(=O)(=O)N3CCC(C)CC3)ccc21	7%	-17%	.
COc1ccc(CCNC(=O)CCS(=O)(=O)c2ccc(Br)cc2)cc1OC	-10%	-23%	5%
CC(=O)N1c2ccc(S(=O)(=O)NCC3CCC(C(=O)Nc4cccc(F)c4)CC3)cc2CC1C (stereo not given)	3%	12µM*	.
Cc1ccc(N(C(=O)CNC(=O)c2ccco2)C(C(=O)NC2CCCC2)c2cccnc2)cc1F (stereo not given)	9%	1%	-6%
Cc1nc(Nc2ccc(Cl)cc2)c2oc3ccccc3c2n1	.	?	?
Cc1ccccc1C(=NCCCN(C)C)c1ccccc1C	-3%	-27%	1%
COc1ccc(Cl)cc1S(=O)(=O)n1ccnc1C(C)C	-11%	-13%	25%
CN1CCN(c2ccc(NC(=O)c3ccc(-c4ccc(Cl)cc4)o3)cc2)CC1	11%	21µM*	-22%
CCOc1ccc(CCNC(=O)c2ccc3c(=O)n4c(nc3c2)CCCCC4)cc1	1%	?	7%
Nc1nnc(Cc2cccc(Br)c2)s1	.	-19%	-8%
O=C(c1ccc(Br)s1)N1CCN(Cc2ccc3c(c2)OCO3)CC1	0%	?	3%

A portion of the results above, for reference:
SMILES	TDP1 block	TDP1 cell noCPT	N370S GC mod
Clc1ccc(-c2nc(-c3cc4cc(Cl)ccc4o3)cs2)cc1	.	-5%	7%
O=C(c1cccnc1)N1CCN(S(=O)(=O)c2ccc(F)cc2)CC1	5%	-8%	17%
COc1cc(CN2CCC(n3nccc3NC(=O)C3CC3)CC2)cc(OC)c1	2%[56.1 µM]	-2%	-13%
COc1ccc(S(=O)(=O)N2CCC(C(=O)NCCC(=O)NCc3ccccc3OC)CC2)cc1	3%	2%	-7%
Cc1cc(F)ccc1NC(=O)Cn1c(=O)ccc2cc(S(=O)(=O)N3CCC(C)CC3)ccc21	7%	-17%	.
COc1ccc(CCNC(=O)CCS(=O)(=O)c2ccc(Br)cc2)cc1OC	-10%	-23%	5%
CC(=O)N1c2ccc(S(=O)(=O)NCC3CCC(C(=O)Nc4cccc(F)c4)CC3)cc2CC1C (stereo not given)	3%	12µM*	.

Next part
SMILES	TDP1 block	TDP1 cell noCPT	N370S GC mod
COc1cc(C2C(C#N)=C(N)OC3=C2C(=O)CCC3)cc2c1OCO2 (stereo not given)	.	-6%	-15%
CCc1cccc2c(C#N)cn(CC(=O)NCc3ccco3)c12	6%	-5%	5%
O=C(O)CCn1ccc2cc(S(=O)(=O)N3CCCCCC3)ccc21	0%&0%	14%&-3%	5%
COc1ccc2ccccc2c1CNCCCN1CCOCC1	5%	14%	-19%
O=C(CO/N=C/c1ccc(OC(F)F)cc1)NC1CCCCCC1	0%	?	0%
CCC(CC)C(=O)N(c1ccc(F)cc1)C1C=CS(=O)(=O)C1 (stereo not given)	3%	-21%	2%
CC1CCCCN1C(=O)c1cc(Cl)ccc1[N+](=O)[O-] (stereo not given)	1%	?	-1%
O=C(COC(=O)CSc1ccc(Br)cc1)NCc1ccco1	.	-1%	-1%
Cn1c(NNC(=O)/C=C/c2ccc3c(c2)OCO3)cc(=O)n(C)c1=O	.	4%	-8%
COc1ccc(-c2cc(C(F)(F)F)n3nc(N)nc3n2)cc1	6%	-15%	?
O=C(COc1ccccc1)NCCc1csc(-c2ccc(F)cc2)n1	3%	?	.
C[C@H](CO)N1C[C@H](C)[C@@H](CN(C)C(=O)Nc2ccc3c(c2)OCO3)Oc2ccc(NS(=O)(=O)c3cn(C)cn3)cc2C1=O	1%	0%	.
Cc1ccc(-c2csc(=Nc3cccnc3)n2CCCN2CCCC2=O)cc1C	5%	18µM*	-5%
CCCc1cnc(N2CCN(C(=S)NC)CC2)nc1	6%	-3%	-18%
O=C(O)c1nccnc1C(=O)Nc1ccc(Cl)cn1	.	-18%	-5%
Cc1ccc(NC(=S)Nc2cc(C)on2)cc1	10%	-25%	10%
COc1cccc(CC(NC(C)=O)C(=O)NC2CCN(c3c(Cc4ccccc4)c(C)nc4ncnn34)CC2)c1 (stereo not given)	-1%	-3%	-16%
Cc1ccc(CNC(=O)CN2C(=O)NC(C)(c3cccc(Br)c3)C2=O)cc1 (stereo not given)	.	?	-11%
CC(C)c1c(C(=O)N/N=C/c2ccc(C(F)(F)F)cc2)nnn1-c1nonc1N	-1%	13µM*	-3%
O=[N+]([O-])c1cc(/C=N/N2CCCCC2)ccc1Cl	9%	?	9%
O=C(CC1SC(N2CCCC2)=NC1=O)Nc1ccc(C(=O)NCCOc2ccccc2F)cc1 (stereo not given)	2%	-2%	-18%
COc1ccc(S(=O)(=O)c2cn(C)c3cc(N4CCCC4)c(F)cc3c2=O)cc1	2%	23µM*	.
CCc1ccccc1Nc1nn2c(=O)c3ccc(C(=O)NCc4ccccc4Cl)cc3nc2s1	3%	9.2µM*	.
Cc1ccc(-c2csc(NC(=O)c3cccc(N4C(=O)CCC4=O)c3)n2)o1	10%	?	0%
CCOC(=O)c1ccc(S(=O)(=O)N2CCN(c3ccccn3)CC2)cc1	-3%	?	5%
O=C(NC1CCCCCC1)C1CCN(S(=O)(=O)c2cccc3cccnc23)CC1	2%	-10%	-15%
CC(C)c1ccc(OCc2nc(-c3ccccn3)no2)c(Br)c1	5%	-27%	10%
NC(=O)Nn1c(CCC(=O)O)ccc1-c1ccc(Br)cc1	7%	-11%	4%
COc1ccc(-c2coc3cc(OC)cc(O)c3c2=O)cc1	2%	-25%	10%
O=C(Nc1ccc(-c2noc(-c3cccs3)n2)cc1)c1cccnc1	3%	29µM*	1%
Cc1noc(/C=C/c2ccco2)c1S(=O)(=O)N1CCC(C(=O)Nc2ccc(Cl)cn2)CC1	5%	18µM*	13%
COc1cccc(-n2c(SCc3ccccc3C)nc3c([nH]c4ccccc43)c2=O)c1	7%	?	.
O=C(O)c1cccc(NN=C2c3ccccc3-c3ccccc32)c1	1%	-19%	-1%
COCCNC(=O)C1(CC(C)C)C=CCN1C(=O)c1ccccc1 (stereo not given)	5%	.	6%

This is a subset (hit frequency here may not be typical).
